Screening data: PubChem, National Center for Advancing Translational Sciences (NCATS)
TRHR ag: qHTS for Small Molecule Agonists and Allosteric Enhancers of Human TRH Receptor: Primary Screen for Agonists; Thyrotropin-releasing hormone receptor (Homo sapiens), P34981; TRHR cells, calcium flux fluo-8, FDSS agonist mode; activation, % at 2 µM; 0.18% of 360,000 active; note: 0% is about no effect
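In this calcium-flux screen, cells bearing human TRHR are dye-loaded with fluo-8, baselined for 10 cycles, then exposed to library compounds; positive kinetic calcium responses during the agonist phase mark hits, with TRH as control.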
D2 PAM: HTS Assay for Positive Allosteric Modulators of the Human D2 Dopamine Receptor: Primary Screen for Potentiators; HEK293 T-REx D2, calcium flux, EC20 dopamine potentiation; potentiation, % at 10 µM; 0.34% of 340,000 active;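 active = potentiation over 3 SD above the plate norm, cut at about 30% in these data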; note: 0% is about no effect
Target sequence (P14416 whole entry, looked up): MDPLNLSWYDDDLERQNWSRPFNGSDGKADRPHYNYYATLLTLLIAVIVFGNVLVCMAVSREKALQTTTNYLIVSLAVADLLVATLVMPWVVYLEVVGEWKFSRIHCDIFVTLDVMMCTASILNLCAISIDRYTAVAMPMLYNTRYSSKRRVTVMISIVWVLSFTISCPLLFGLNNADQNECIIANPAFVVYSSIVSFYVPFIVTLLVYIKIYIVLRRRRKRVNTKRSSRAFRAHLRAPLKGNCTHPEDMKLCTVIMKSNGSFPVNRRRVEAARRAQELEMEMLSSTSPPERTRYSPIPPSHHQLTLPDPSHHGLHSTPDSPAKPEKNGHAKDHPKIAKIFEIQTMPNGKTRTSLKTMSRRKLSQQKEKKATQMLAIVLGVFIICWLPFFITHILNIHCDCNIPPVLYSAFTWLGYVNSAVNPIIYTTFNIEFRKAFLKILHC
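Potentiation of an EC20 dopamine calcium response measured kinetically over 180 s, after a preceding 180 s compound-only read flagging agonists. Cells: inducible Hek293 Trex D2 line, 4000/well, cultured overnight at 30 C before dye loading.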
RXFP1 antagonist: qHTS Assay for Antagonists of the Relaxin Receptor RXFP1; Relaxin receptor 1 (Homo sapiens), Q9HBX9; HEK293-RXFP1, relaxin-stimulated cAMP HTRF, 30 min; stronger effect = lower value; activity change, negative = inhibition, % at 57.5 µM; 0.59% of 350,000 active;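 active = activity change of -60% or lower, but not beyond a set lower limit; inconclusive = change between -60% and -40%, or beyond the set limit; inactive = change above -40%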; note: % is set by controls: 0 for no effect and ±100 for the full control effect
D1 PAM: Potentiators of Human D1 Dopamine Receptor: qHTS. HEK293 TREx D1 cells, calcium flux, dopamine EC20 potentiation. potentiation, % at 10 µM. 0.036% of 360,000 active. AID 504651, 2011; in the data active = potentiation above about 30%; note: 0% is about no effect
Target sequence (P21728 whole entry, looked up): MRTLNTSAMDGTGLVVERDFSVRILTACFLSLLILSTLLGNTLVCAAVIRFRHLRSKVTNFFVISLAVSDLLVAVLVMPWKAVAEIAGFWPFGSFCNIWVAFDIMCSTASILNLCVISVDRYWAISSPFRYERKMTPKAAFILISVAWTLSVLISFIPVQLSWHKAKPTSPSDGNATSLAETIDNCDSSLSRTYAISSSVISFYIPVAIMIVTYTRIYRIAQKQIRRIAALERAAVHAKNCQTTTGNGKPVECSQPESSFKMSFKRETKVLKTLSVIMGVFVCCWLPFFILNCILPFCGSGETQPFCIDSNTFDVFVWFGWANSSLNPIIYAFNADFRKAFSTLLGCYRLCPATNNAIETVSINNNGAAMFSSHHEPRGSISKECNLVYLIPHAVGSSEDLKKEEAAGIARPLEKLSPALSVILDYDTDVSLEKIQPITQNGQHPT
D1 antagonist: Antagonist of Human D 1 Dopamine Receptor: qHTS; HEK293 TREx D1 cells, calcium flux, dopamine EC80; stronger effect = lower value; 3.2% of 360,000 active; activity change, negative = inhibition, % at 10 µM; in the data active = activity change below about -30%; note: % is set by controls: 0 for no effect and ±100 for the full control effect
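Compound effects on dopamine-evoked calcium signalling were measured in tetracycline-induced HEK293 Trex D1 cells. Dopamine at EC80 followed a 180 s compound pre-read, and fluorescence was tracked kinetically for 180 s more.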
D2 agonist: HTS Assay for Allosteric Agonists of the Human D2 Dopamine Receptor: Primary Screen for Agonists; D(2) dopamine receptor (Homo sapiens), P14416; HEK293 T-REx D2 cells, calcium flux agonist mode; 0.53% of 340,000 active; activation, % at 2 µM;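 active = activation over 3 SD above normal in the single-dose calcium agonist read, cut at about 30% in these data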; note: 0% is about no effect
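Agonism is scored from calcium flux in a force-coupled, inducible HEK293 cell line expressing D2, read kinetically for 180 s after compound addition against dopamine controls.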
TRHR enhancer: qHTS for Small Molecule Agonists and Allosteric Enhancers of Human TRH Receptor: Primary Screen for Enhancers | TRHR cells, fluo-8 calcium fluorescence, EC20 TRH enhancement | enhancement, % at 2 µM | 0.66% of 360,000 active | Thyrotropin-releasing hormone receptor (Homo sapiens), P34981; in the data active = enhancement above about 30%; note: 0% is about no effect
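Enhancer read-out: after compound pinning and an initial kinetic agonist-mode read, an EC20 of TRH (10 nM final) was injected and fluo-8 calcium signal (Ex 480/Em 530) followed at 1 s/cycle for 100 cycles in TRHR-expressing cells.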
D2 antag: HTS Assay for Allosteric Antagonists of the Human D2 Dopamine Receptor: Primary Screen for Antagonists | HEK293 TREx D2 cells, calcium flux, dopamine EC80 | D(2) dopamine receptor (Homo sapiens), P14416 | AID 485344, 2010 | inhibition, % at 10 µM | 2% of 340,000 active; in the data active = inhibition above about 30%; note: 0% is about no effect
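Dopamine at EC80 is the agonist stimulus; test compounds precede it by 180 s. Calcium flux read kinetically in a force-coupled, inducible HEK293 T-REx D2 cell line.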
D1 ag: Allosteric Agonists of the Human D1 Dopamine Receptor: qHTS. activation, % at 2 µM. 1% of 360,000 active. AID 504660, 2011. HEK293 T-REx D1 cells, calcium flux, agonist mode; note: 0% is about no effect
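Inducible HEK293 T-REx D1 cells, force-coupled to calcium signalling, were plated at 4000 cells/well with tetracycline and held overnight at 30 C. After no-wash calcium dye loading, compound-evoked calcium rise over 180 s flagged agonists.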
An asterisk follows results filed as active; ? = inconclusive; nt = no result given; & = joins results of further samples. Cut-off read from the data, not from the text of the source, unless noted: active = activation above about 30%; inactive = the rest. No enrichment for hits. About 7.1% of those tested had a hit in this group.

Second line of a record – TRHR ag	D2 PAM	RXFP1 antagonist	D1 PAM	D1 antagonist	D2 agonist	TRHR enhancer	D2 antag	D1 ag
- Cc1cc(CNC(=O)c2ccc3oc(C(C)C)nc3c2)nn1C
  -0.1	2.5	13.3	-1.6	-1.5	0.0	-0.1	-7.0	-0.4
- CCOc1ccc(NC(=O)CN(C)C(=O)c2cc([N+](=O)[O-])ccc2N2CCOCC2)cc1OCC
  -0.7	11.5	-13.7	-2.8	15.4	0.0	3.1	1.2	-1.2
- CCCCCC(=O)N1CC2(CC(c3cccc(NC(=O)[C@@H]4CCC(=O)N4)c3)=NO2)C[C@@H]1C(N)=O (stereo partly drawn)
  0.3	9.4	nt	-4.5	-20.8	-0.2	1.2	-30.2	1.6
- O=C(CNS(=O)(=O)c1ccccc1)Nc1ccc(F)cc1F
  0.1	6.2	5.3	-0.9	-0.1	0.7	-0.9	-0.2	0.0
- O=C(N/N=C/C=C/c1ccccc1[N+](=O)[O-])c1cc(-c2cccnc2)nc2ccccc12
  0.2	-4.1	1.9	-4.6	-19.0	-0.9	-7.4	7.4	3.5
- O=C(COC(=O)CCc1ccc(S(=O)(=O)N2CCOCC2)cc1)NC1CCCC1
  0.6	10.7	5.3	-4.3	-4.5	0.5	6.5	-18.5	-1.8
- CC(=O)c1ccc2c(c1)C1C=CCC1C(c1ccc(S(=O)(=O)N3CCOCC3)cc1)N2 (stereo not drawn)
  -0.8	13.5	-14.5	-5.8	-4.3	0.8	-1.2	2.8	3.4
- Brc1ccc2nc(-c3ccncc3)c(NC3CCCC3)n2c1
  -1.7	10.8	4.7	4.5	1.2	-1.1	6.5	-12.1	1.1
- CC1CC(C)CN(C(=O)COc2ccc(-c3nnco3)cc2)C1 (stereo not drawn)
  -0.4	-2.8	-6.5	0.3	8.9	0.1	-1.9	-0.4	3.1
- CCOc1cccc(OCCOCCn2cnc3ccccc3c2=O)c1
  -0.7	-5.8	-3.7	-2.5	9.6	-0.7	-8.8	3.0	-1.5
- COc1ccc([C@H]2[C@@H](C#N)[C@H](C#N)N3CCCN23)cc1
  -0.1	nt	-11.0	-1.9	-20.4	nt	5.0	nt	2.3
- CCOC(=O)c1cc(-c2ccccc2)n(-c2cccc(C(=O)NC(C)CC)c2)c1C (stereo not drawn)
  1.3	-11.6	?	-4.5	-4.1	10.2	-8.7	nt	1.5
- Cc1ccccc1C(=O)N1CCC(C(=O)N2CCN(S(=O)(=O)c3ccccc3F)CC2)CC1
  0.0	-2.6	-12.7	2.1	-21.1	2.5	1.7	-5.2	2.6
- CCN(CC)C(=O)Cn1c(=O)n(CC2CCC(C(=O)NC)CC2)c(=O)c2sccc21 (stereo not drawn)
  -0.7	-14.5	-7.6	-2.0	-5.8	-0.6	9.0	nt	0.1
- CCC(=O)NNc1cccc(Cl)n1
  0.1	-13.3	-5.8	-2.0	-10.8	-0.1	1.7	-9.6	1.9

(list continues)
Second line of a record – TRHR ag	D2 PAM	RXFP1 antagonist	D1 PAM	D1 antagonist	D2 agonist	TRHR enhancer	D2 antag	D1 ag
- COCCCNC(=O)c1ccccc1N(Cc1ccccc1)S(=O)(=O)c1ccc(OC)cc1
  0.1	-3.3	-7.9	-1.2	-28.2	-0.3	-14.3	-6.6	5.0
- COc1cccc(OCC(=O)NC2CCS(=O)(=O)C2)c1 (stereo not drawn)
  -0.3	4.0	-9.1	-2.6	2.8	-0.1	0.2	2.1	1.7
- O=C1N(Nc2ccccc2)C(c2ccc(Br)cc2)C12CCCCC2 (stereo not drawn)
  0.2	-1.4	-3.6	-6.8	5.5	0.9	6.4	5.7	1.1
- COc1cc(/C=N/Nc2nc(Nc3ccc(C)cc3)nc(-n3nc(C)cc3C)n2)cc(OC)c1OC
  -0.7	3.0	3.3	3.0	-5.8	0.5	-7.1	-0.3	7.1
- O=C(CC1N=C2c3ccccc3N=C(SCc3cccc(Cl)c3)N2C1=O)NCc1ccc2c(c1)OCO2 (stereo not drawn)
  -0.2	3.5	-12.0	3.0	-18.9	-0.1	-5.5	nt	3.6
- CC(C)NC(=O)NC(=O)COC(=O)c1cc[n+]([O-])cc1
  0.3	-8.8	-16.5	1.2	0.3	0.2	1.8	-5.3	-0.9
- O=C(CCSc1ccc(Cl)cc1)N1CCN(c2ccc(O)cc2)CC1
  -0.3	-1.0	-16.5	-11.1	-12.1	-0.9	-1.0	-3.4	5.3
- Cc1ccc(OCCSc2nc3ccccc3n2CC(=O)O)cc1
  0.0	-6.9	1.4	2.2	-3.7	-1.1	-4.3	-13.2	4.1
- CCOCCn1c(CN2CCN(C)CC2)nc2c1c(=O)n(C)c(=O)n2C
  -0.4	0.9	?	-5.8	8.3	-0.3	14.1	1.1	1.3
- CCc1ccc(NC(=O)C(C)OC(=O)c2ccc(NS(=O)(=O)c3ccc(C)c([N+](=O)[O-])c3)cc2)cc1 (stereo not drawn)
  0.2	-14.5	nt	0.8	-6.6	-0.1	4.2	-15.6	2.5
- CCCCn1c(N)c(N(CCOC)C(=O)CC(NC(=O)c2ccccc2)c2ccccc2)c(=O)[nH]c1=O (stereo not drawn)
  0.4	0.0	-8.8	-5.2	-2.6	-0.3	-3.8	1.6	10.4
- O=C(CN1CCCC1)NC(c1ccccc1)c1ccccc1
  0.0	-6.1	-6.0	-0.5	-2.8	1.7	-1.8	-6.2	6.5
- COc1ccc(NC(=O)c2nc[nH]c2C(=O)N[C@@H](CC(C)C)C(=O)OC(C)(C)C)cc1
  1.1	17.1	nt	-4.5	-12.1	-1.4	7.5	-7.6	5.2
- CC(C)=NNc1nc2c(c(=O)[nH]c(=O)n2C)n1CCCc1ccccc1
  -0.5	10.5	3.2	-9.4	-0.2	1.2	-0.2	-15.3	1.1
- NNC(=O)c1nc(-c2cccc(-n3cccc3)c2)no1
  0.1	1.0	-8.2	-1.1	-6.4	0.2	-2.1	0.9	1.4

Only D1 PAM and TRHR ag, for some of the entries so far:
Molecule	D1 PAM	TRHR ag
O=C(CN1CCCC1)NC(c1ccccc1)c1ccccc1	-0.5	0.0
NNC(=O)c1nc(-c2cccc(-n3cccc3)c2)no1	-1.1	0.1
CCCCn1c(N)c(N(CCOC)C(=O)CC(NC(=O)c2ccccc2)c2ccccc2)c(=O)[nH]c1=O (stereo not drawn)	-5.2	0.4
O=C1N(Nc2ccccc2)C(c2ccc(Br)cc2)C12CCCCC2 (stereo not drawn)	-6.8	0.2

Carrying on.
Second line of a record – TRHR ag	D2 PAM	RXFP1 antagonist	D1 PAM	D1 antagonist	D2 agonist	TRHR enhancer	D2 antag	D1 ag
- O=C1OCC(CO)(CO)N=C1NNc1ccccc1Cl
  1.1	6.3	2.5	4.2	-17.5	0.5	31.0*	3.9	2.9
- CCN(CC)c1ccc(N2C(=O)/C(=C/c3cccs3)SC2=S)cc1
  -0.5	-14.5	-6.0	6.1	1.6	0.1	-3.5	10.5	3.6
- CCCNC(=O)c1ccc(N2CC3CC(C2)c2cccc(=O)n2C3)c(NC(=O)Nc2ccc(CC)cc2)c1 (stereo not drawn)
  -0.4	5.8	-11.4	-0.1	7.5	nt	8.6	nt	2.5
- CCOC(=O)c1ccc(NC(=O)C2C3CCCCC32)cc1 (stereo not drawn)
  -0.2	17.8	?	-18.5	-24.5	-0.3	-1.0	-6.3	8.1
- COc1cc(C(=O)NC(=S)Nc2ccc(NC(=O)c3ccco3)cc2)cc(OC)c1OC
  0.0	0.2	-10.3	-0.7	12.4	0.1	5.7	5.5	4.3
- CN(CCOC(=O)C1c2ccccc2Oc2ccccc21)C(C)(C)C
  0.0	-11.1	5.5	-1.0	0.8	0.3	-0.3	-1.2	1.9
- COc1ccc(N2CC(C(=O)N3CCN(c4ccccc4)CC3)CC2=O)cc1 (stereo not drawn)
  -0.2	-3.3	-7.0	-8.2	-15.5	1.1	-6.4	-1.0	-0.6
- O=C(Nc1nc(-c2ccccc2)cs1)c1ccc(Br)o1
  0.8	-5.4	-12.3	-1.6	-11.7	1.6	-0.6	-16.5	1.4
- CCOC(=O)c1[nH]c2c(c1Cc1ccccc1)C(=O)CC(c1ccc(C(C)(C)C)cc1)C2 (stereo not drawn)
  1.9	-1.0	-63.5*	-0.6	1.9	-0.4	16.0	nt	3.7
- Cc1ccc(CCNC(=O)NCc2noc3ccc(C)cc23)cc1
  -0.4	2.0	-11.5	-6.8	-21.5	-2.7	-0.8	nt	0.3
- CCN(CC)CCNC(=O)C1CCN(S(=O)(=O)c2c(C)noc2/C=C/c2ccccc2F)CC1
  2.1&2.3	-1.7&-5.4	-26.8&-11.9	-1.1&-5.0	-11.4&3.2	1.2&1.4	-2.3&-1.2	9.1	15.8&24.5
- Cc1ccc(/C(O)=C2\C(=O)C(=O)N(CC(C)O)C2c2ccc(N(C)C)cc2)cc1 (stereo not drawn)
  1.1	7.2	-12.3	-0.2	-8.9	-0.2	2.6	17.7	2.3
- COc1ccc(OC)c(S(=O)(=O)N2CCCC(C(=O)NCCc3ccccc3)C2)c1 (stereo not drawn)
  -1.3	15.1	-5.2	5.3	-4.8	0.5	23.4	-29.2	1.3
- CCc1cc(=O)n2c([nH]c3ccccc32)c1C#N
  7.3	-11.2	-9.1	8.4	-0.4	nt	0.4	25.4	3.0
- O=C(O)CCCCCNC(=O)/C(=C\c1ccco1)NC(=O)c1ccco1
  -0.4	9.8	3.3	0.1	-13.4	0.8	6.4	-2.9	3.0

(further entries)
Second line of a record – TRHR ag	D2 PAM	RXFP1 antagonist	D1 PAM	D1 antagonist	D2 agonist	TRHR enhancer	D2 antag	D1 ag
- O=C(NCc1ccc(F)cc1)C1CC(=O)N(C2CCCCC2)C1 (stereo not drawn)
  -0.2	7.6	-9.2	-5.5	9.4	-0.4	1.4	0.0	2.5
- CCCc1ccc(OCc2ccc(C(=O)N/N=C/c3cccnc3)o2)cc1
  -0.4	-1.8	-6.6	-1.5	-3.7	-0.4	17.9	-8.3	4.6
- COC(=O)c1ccccc1NC(=O)c1nc(-c2ccc(C)cc2)n2c1CCCCC2
  0.0	5.6	nt	-3.0	-5.3	0.8	-3.3	nt	1.3
- Cc1nc(SCC(=O)N(C)C2CCCCC2)[nH]c(=O)c1Cc1ccccc1
  -0.4	-1.7	3.6	7.3	-5.2	0.3	-12.4	-2.7	1.0
- COc1cc(/C=N/Nc2nncn2N)ccc1OCc1c(C)no[n+]1[O-]
  -0.4	0.6	-0.1	-0.7	18.7	-0.7	-1.4	17.2	2.2
